High-throughput results from PubChem.
HP1b chromo inh – inhibitors of HP1-beta chromodomain binding to methylated histone tails | P83916 | AlphaScreen HP1-beta / biotin-H3K9me3 peptide binding | Potency, µM (doses to about 114 µM), for the others: top-dose activity change, negative = inhibition, actives largely listed as inhibitors | 390,000 tested, 0.56% active; also: nearly all actives have a fitted effect of over 70% in size; inactives centre near 23
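HP1-beta protein (50 nM final) preincubated 30 min at room temperature with biotinylated H3(1-18)K9me3 peptide (50 nM) in PBS pH 7.4, 0.01% Tween-20, then compound added for 30 min. AlphaScreen streptavidin donor/nickel chelate acceptor beads (10 ug/mL final), 30 min dark, luminescence read.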
ALOX12 inh – inhibitors of human 12S-lipoxygenase ALOX12. purified 12hLO, xylenol orange hydroperoxide absorbance. 580,000 tested, 1.1% active. Potency, µM (doses to about 108 µM), inactives show top-dose activity change, negative = inhibition, hits mostly inhibitors. AID 1671190; also: % is scaled to controls: 0 for no effect and ±100 for the full control effect
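Purified human 12hLO at 150 nM in 25 mM Hepes, 0.01% Triton X-100, pH 7.0, preincubated 15 min at room temperature with compound. Reaction started with 40 uM arachidonic acid, 30 min at room temperature. Hydroperoxide measured by Fe-xylenol orange, 573/405 nm absorbance ratio.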
JMJD2A Tudor – JMJD2A Tudor domain (human) inhibition | 390,000 tested, 4.4% active | AlphaScreen JMJD2A-Tudor / H3K4me3 peptide binding | O75164 | AID 504339 | Potency, µM (highest dose often 114 µM), for the others: at the highest dose activity change, negative = inhibition, usual class: inhibitors; also: % is scaled to controls: 0 for no effect and ±100 for the full control effect; nearly all actives have a fitted effect of over 50% in size
Target sequence (O75164 whole entry, looked up, the tested form may be a part): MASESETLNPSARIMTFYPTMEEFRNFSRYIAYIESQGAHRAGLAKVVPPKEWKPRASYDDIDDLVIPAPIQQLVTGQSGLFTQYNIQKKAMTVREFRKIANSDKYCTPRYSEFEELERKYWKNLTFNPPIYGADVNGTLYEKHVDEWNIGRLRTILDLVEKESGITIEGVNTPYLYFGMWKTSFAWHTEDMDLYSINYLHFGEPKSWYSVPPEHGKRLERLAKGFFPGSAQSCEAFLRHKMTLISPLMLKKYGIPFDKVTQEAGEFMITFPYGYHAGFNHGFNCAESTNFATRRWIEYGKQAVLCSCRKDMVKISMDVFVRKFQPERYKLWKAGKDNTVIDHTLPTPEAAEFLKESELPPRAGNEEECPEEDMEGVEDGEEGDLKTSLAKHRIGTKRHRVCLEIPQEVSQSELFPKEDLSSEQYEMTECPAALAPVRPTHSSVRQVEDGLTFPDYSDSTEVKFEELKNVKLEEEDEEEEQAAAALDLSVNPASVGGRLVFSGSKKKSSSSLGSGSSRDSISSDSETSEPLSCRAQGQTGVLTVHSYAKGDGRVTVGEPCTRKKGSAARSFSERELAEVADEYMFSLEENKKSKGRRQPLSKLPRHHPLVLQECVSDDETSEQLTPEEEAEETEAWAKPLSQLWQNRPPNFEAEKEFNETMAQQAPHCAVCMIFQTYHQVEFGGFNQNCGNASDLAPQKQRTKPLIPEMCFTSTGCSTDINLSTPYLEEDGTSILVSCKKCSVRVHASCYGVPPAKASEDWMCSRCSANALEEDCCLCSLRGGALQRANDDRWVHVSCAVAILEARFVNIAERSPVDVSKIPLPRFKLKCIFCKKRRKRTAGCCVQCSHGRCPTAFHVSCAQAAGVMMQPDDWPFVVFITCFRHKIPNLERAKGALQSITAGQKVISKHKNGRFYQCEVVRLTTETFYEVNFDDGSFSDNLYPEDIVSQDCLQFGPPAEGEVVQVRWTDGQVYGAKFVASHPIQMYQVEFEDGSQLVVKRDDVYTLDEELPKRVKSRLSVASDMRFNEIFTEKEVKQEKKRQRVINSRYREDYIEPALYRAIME
Tb PGK inh – T. brucei PGK inhibition. P07378. PGK/GAPDH coupled, Kinase-Glo luminescence, 60 min. Potency, µM (doses to about 57.5 µM), without a hit: top-dose activity change, negative = inhibition, hits mostly inhibitors. 380,000 tested, 0.043% active. AID 602233; also: % is scaled to controls: 0 for no effect and ±100 for the full control effect; nearly all actives have a fitted effect of over 60% in size
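Recombinant glycosomal PGK reaction used 1,3-bisphosphoglycerate generated in-well by GAPDH (100nM final) in 100mM TEA pH 7.6, 5mM MgCl2, 0.01% Tween-20. After 60 minutes at room temperature, ATP was read by Kinase-Glo Plus luminescence end-point.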
rTrxR1 inhibitor – inhibitors of rat thioredoxin reductase 1; 390,000 tested, 1% active; Potency, µM (titrated, usually from 114 µM), for the others: at the highest dose activity change, negative = inhibition, most hits filed as inhibitors; O89049; recombinant rTrxR1, NADPH fluorescence consumption, selenite substrate; also: % is scaled to controls: 0 for no effect and ±100 for the full control effect; nearly all actives have a fitted effect of over 65% in size
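Rat TrxR1 (90 nM in the dispensed reagent) was pre-reduced with 400 uM NADPH for 5 min at room temperature, then incubated with compound for 15 min. After 400 uM selenite was added, NADPH fluorescence (Ex 340/Em 450 nm) was followed for 8 min.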
Pin1 inh – inhibitors of human Pin1. AID 504891. Q13526. Potency, µM (highest dose often 115 µM), for the others: at the top dose activity, negative = inhibition, hits mostly inhibitors. Pin1 FP peptide displacement, HiFluor488, 10 min. 390,000 tested, 0.009% active; active = well fitted inhibition curve with a large enough effect in the polarisation, with a control signal flat, not every such curve was filed as active; inconclusive = small, poorly fitted or top-dose-only effect, or effect the other way, or a change in a side signal; inactive = no such curve, though single readings can be large or run the other way; the % refers to the polarisation; also: % is scaled to controls: 0 for no effect and ±100 for the full control effect
GLS inhibitor – blocks human kidney-isoform glutaminase activity; 410,000 tested, 0.21% active; Potency, µM (highest dose often 45.5 µM), for inactives: top-dose activity change, negative = inhibition, usual class: inhibitors; GLS enzymatic activity, qHTS titration; AID 624170; also: % is scaled to controls: 0 for no effect and ±100 for the full control effect
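Glutamate formation by hKGA was monitored fluorometrically using coupled glutamate oxidase, HRP and Amplex Red. Substrate was added as 1 mM L-glutamine solution; incubation was 30 min at RT after an initial read.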
ERG Ets-DNA blk – ERG Ets/DNA interaction inhibition; 370,000 tested, 0.028% active; Potency, µM (highest dose often 76.9 µM), inactives show at the top dose FP activity, negative = inhibition, usual class: inhibitors; P11308; fluorescence polarization, His-ERG Ets domain / labelled DNA; active = well fitted inhibition curve with a large enough effect in the polarisation, with a control signal flat; inconclusive = small, poorly fitted or top-dose-only effect, or effect the other way, or a change in a side signal; inactive = no such curve, though single readings can be large or run the other way; the % refers to the polarisation;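 also: polarization taken with two DNA probes labelled with fluorescein and Texas red; % of control where 0% means no effect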
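His-tagged ERG Ets domain (1 uM in the protein solution; 300mM KCl, 50mM Tris-HCl, 1mM EDTA, 1mM DTT, pH 7.5) received compound, then a probe mix of 5 nM fluorescein-DNA and 100nM Texas-615-DNA. Fluorescence polarization was read for both dyes.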
RGS4 inhibitor – blocks human RGS4-accelerated GTP hydrolysis. P49798. Transcreener GDP fluorescence polarization, RGS4-accelerated GTP hydrolysis. Potency, µM (doses to about 114 µM), for the others: at the top dose activity change, negative = inhibition, most hits filed as inhibitors. 390,000 tested, 0.039% active. AID 504845; also: % is scaled to controls: 0 for no effect and ±100 for the full control effect; nearly all actives have a fitted effect of over 75% in size; some results filed as inactive show a strong effect at the top dose
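MLSMR compounds (23 nl, pin-transferred) preincubated 10 min at room temperature with a 500nM (2x) first reagent, then RGS4 at 900nM (2x) plus Transcreener GDP mix added; fluorescence polarization (620/688 nm) read before and after 90 min at 30 °C.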
* marks the source's active call; other numbers are inactive results; i = inactive; ? = inconclusive; . = no result given; & = joins results of further samples; [ ] = dose if it differs, or a comment. Unless noted, calls follow the shape of the dose curve; as a rule, active = well fitted curve in the direction sought with a large enough effect; inconclusive = small, poorly fitted or top-dose-only effect, or another doubt; inactive = no such curve, though single readings can be large; an effect the other way counts as inactive or inconclusive. Potency is read from the fitted curve at half-maximal effect.

entry	Structure	HP1b chromo inh	ALOX12 inh	JMJD2A Tudor	Tb PGK inh	rTrxR1 inhibitor	Pin1 inh	GLS inhibitor	ERG Ets-DNA blk	RGS4 inhibitor
1	CC(C)n1cnc2c(oc3ccccc32)c1=O	42.7%[activator]	?	8.8%	3.1%	-1.2%[57.1 µM]	-1.5%	-8.4%	8.1%	-13.4%
2	COc1cccc(N2C(=O)CC(N3CCc4ccccc4C3)C2=O)c1 (stereo unspecified)	32.4%	7.1%	-12.8%	i	6.5%	0.3%	7.6%	7.8%	10.4%
3	CCc1ccccc1NC(=O)CSc1nc2c(oc3ccccc32)c(=O)n1C	21.2%	-15.3%	-15.3%	i	12.2%	-0.8%	-7.4%	-1.7%	-14.3%
4	Cc1ccc(C(=O)O/N=C/c2c(C(F)(F)F)nn(C)c2Sc2ccc(Cl)cc2)cc1	54.4%	-2.5%	20.6%	1.0%	17.8%[57.1 µM]	0.6%	-2.4%	0.4%	9.9%
5	O=C(NC1CCCC1)C(c1ccncc1)N(C(=O)c1ccco1)c1ccc(Cl)cc1 (stereo unspecified)	31.0%	-13.4%	-17.2%	-6.2%	3.0%[57.1 µM]	0.3%	-0.3%	-0.5%	-37.6%
6	CCCN1CCC(=O)N([C@H](CSc2ccc(OC)cc2)Cc2ccccc2)CC1	33.1%	-8.0%	-19.3%	-1.8%	-0.9%[57.1 µM]	-0.5%	-10.8%	-8.0%	3.8%
7	CCCn1nc(C(=O)Nc2ccc3nc(C)sc3c2)c2ccccc2c1=O	29.6%	7.0%&-4.9%	-24.5%	-5.3%	14.3%	43.6%[activator]	10.4%	-1.6%	-28.3%
8	Cc1ccc(S(=O)(=O)Oc2ccc3c(c2)O/C(=C\c2cccnc2)C3=O)cc1	14.1%	.	?	-5.0%	5.3%	-3.2%	2.1%	-2.5%	-0.2%
9	N#Cc1nc(COc2cccc(Cl)c2)oc1NCCN1CCOCC1	16.9%	204.5%[activator]	-11.1%	0.6%	-17.4%[57.1 µM]	2.3%	-7.5%	2.2%	1.4%
10	Cn1cnnc1SCC(=O)Nc1ccc(N2CCCCC2)cc1	11.7%	380.0%[activator]	-29.7%	i	12.6%	1.6%	32.7%[activator]	5.5%	-2.2%
11	COc1ccc(C(=O)COC(=O)c2cc(=O)[nH]c3ccccc23)c(OC)c1	6.8%	-26.6%	-18.6%	-1.1%	9.3%	31.7%[activator]	4.0%	-2.2%	-1.5%
12	Cc1ccc(C(=O)NNC(=O)c2cc(C)nc3ccccc23)cc1	28.4%	172.8%[activator]	-6.8%	-8.2%	6.3%	15.3%	15.2%	11.0%	-36.3%
13	COc1ccc(-c2csc(NC(=O)CSCC(=O)Nc3cc(C)on3)n2)cc1OC	-8.9%	-6.5%	-22.4%	1.0%	24.2%	3.9%	2.2%	38.7%[activator]	-12.8%
14	CCOC(=O)c1nc(C)nc(Sc2n[nH]c(-c3ccccc3)n2)c1C	41.2%[activator]	0.0%	-0.3%	1.7%	-1.0%	8.0%	-0.8%	4.1%	9.2%
15	Cc1noc(C)c1C(=O)Nc1ccc(-n2ccc(C(F)(F)F)n2)cc1	-38.7%	.	-25.1%	-19.6%	-34.8%[57.1 µM]	?	39.9%[activator]	-1.7%	-40.4%
16	Cc1ccc(/C=C2/CNC/C(=C/c3ccc(C)cc3)C2=O)cc1	35.4%	-20.4%	-1.4%	0.2%	1.4%	0.1%	-0.7%	.	-20.0%
17	C[C@@]12C(=O)Nc3cc(Cl)ccc3C(=O)N1[C@H]1c3cc(Br)ccc3OC[C@@H]1[C@@H]2c1ccccc1	18.3%	-4.0%	-24.6%	-0.1%	14.9%	18.2%	-1.7%	-12.0%	-13.7%
18	CCOC(=O)c1cc2c(=O)n3ccccc3nc2n(Cc2ccco2)c1=NC(=O)c1cc(C)cc(C)c1	14.1%	?	9.9%	0.1%	?	7.7%	-0.5%	0.4%	-38.2%
19	Cc1ccc(C2=NN(S(C)(=O)=O)C(c3ccc4c(c3)OCO4)C2)cc1 (stereo unspecified)	21.1%	-19.0%	-2.1%	i	0.2%	9.5%	-7.0%	13.3%	-23.9%
20	Cc1nc(-c2ccccc2)cc(-c2ccccc2)n1	101.5%[activator]	39.3%	73.1%[activator]	22.9%	5.7%[57.1 µM]	0.0%	4.2%	-0.9%	15.9%
21	O=C(c1cc(F)ccc1F)C1CCCN(C(=O)c2ccc3nccnc3c2)C1 (stereo unspecified)	46.8%[activator]	3.1%	-8.3%	-9.8%	2.2%	-7.8%	-2.1%	-10.9%	-28.8%
22	O/N=C1\CCSc2ccc(F)cc21	40.4%[activator]	138.2%[activator]	3.3%	-5.0%	17.6%	-4.5%	15.2%	-10.3%	-9.6%
23	Cc1ccc(C(=O)c2cc([N+](=O)[O-])ccc2N2CCN(C)CC2)cc1	4.3%	-1.8%	-14.0%	-6.5%	20.1%[57.1 µM]	-5.9%	-3.9%	-10.9%	-2.4%
24	C[C@H]1CN([C@@H](C)CO)C(=O)Cc2cc(NC(=O)CCC(F)(F)F)ccc2O[C@H]1CN(C)C(=O)Nc1ccc(F)cc1	31.9%[activator]	15.5%	-16.8%	i	5.1%[57.1 µM]	-8.9%	0.5%	11.6%	-3.9%
25	O=C(OCCNC(=O)c1ccc2ccccc2n1)c1ccc(F)cc1	39.8%[activator]	21.2%	14.7%	-3.2%	2.3%	10.2%	0.1%	5.0%	34.6%

entry	Structure	HP1b chromo inh	ALOX12 inh	JMJD2A Tudor	Tb PGK inh	rTrxR1 inhibitor	Pin1 inh	GLS inhibitor	ERG Ets-DNA blk	RGS4 inhibitor
26	Cc1occc1C(=O)N/N=C/c1ccc(-c2ccccc2)cc1	16.4%	3.4%	-9.6%	?	3.7%	?	-1.6%	14.3%	-5.7%
27	C=C(C)CCC1(C)NC(=O)N(c2ccccc2)N1 (stereo unspecified)	26.3%	?	-1.8%	-3.2%	13.9%[57.1 µM]	-5.2%	-28.8%	-12.9%	-9.4%
28	Cc1cc(=O)oc2c(CN3CCCC3)c(O)ccc12	21.2%	19.0%	4.0%	8.0%	17.8µM*	-1.9%	23.9%	-8.0%	14.3%
29	Cc1ccccc1CS(=O)(=O)c1cnc2ccccc2n1	51.5%[activator]	392.2%[activator]	1.6%	-4.9%	-3.8%[57.1 µM]	-2.7%	10.2%	4.7%	-35.1%
30	O=C1NCN(c2ccccc2)C12CCN(c1nnnn1-c1ccccc1)CC2	23.4%	-1.4%	-1.7%	2.4%	11.3%	-1.2%	-3.1%	0.0%	2.2%
31	N[C@@H](CO)c1nnc([C@H](Cc2ccc(O)cc2)NC(=O)C2CCNCC2)o1	47.5%[activator]	20.3%	-13.3%	-2.3%	-4.2%[57.1 µM]	-0.5%	29.8%	0.3%	1.6%
32	C=CCn1c(C)c(C(C)=O)c(SC)nc1=S	33.3%	-25.2%	-5.4%	-8.7%	-0.5%	?	1.7%	-7.7%	-14.5%
33	CCOc1cc(NC(=S)NC)c(OCC)cc1NC(=O)c1ccco1	30.0%	-28.9%	-6.4%[57.1 µM]	i	-17.9%	-1.8%	17.4%	0.3%	-32.3%
34	COc1ccc(C2/C=C\CN(CC(C)C)C(Cc3ccccc3)C(=O)N2Cc2ccc(F)cc2)cc1 (stereo unspecified)	48.6%[activator]	.	-5.5%	.	11.1%	?	.	.	-6.1%
35	COc1cc(/C=N/NC(=O)c2ccncc2)cc(OC)c1OC	39.1%[activator]	5.5%	2.0%	-9.0%	0.5%[57.1 µM]	1.8%	-14.3%	15.8%	2.1%
36	COC(=O)[C@@]1(Cc2ccccc2)C=C[C@@H](C)N1C(C)=O	32.7%	-5.6%	-11.1%	7.9%	12.1%	1.7%	1.6%	-8.5%	12.3%
37	COc1ccc(C)c(Cn2c(-c3nonc3N)nc3ccccc32)c1	36.0%	22.1%	-4.9%	i	10.7%	-0.5%	-0.2%	-10.3%	-13.8%
38	CC(=O)Oc1ccc(Cl)cc1CN(C(C)=O)C1CCCCC1	-0.7%[57 µM]	-28.9%	-20.0%	-3.9%	32.4%[57.1 µM]	3.6%	-9.6%	12.1%	23.0%
39	Cc1cc(=O)[nH]c(N2CCN(Cc3ccccc3)CC2)n1	18.2%	9.2%	-13.9%	-8.4%	6.1%	-4.6%	-3.2%	11.0%	-8.3%
40	CCn1c(Cc2ccccc2)nnc1SCC(=O)Nc1ccc(S(N)(=O)=O)cc1	18.5%	-8.5%	-9.3%	.	10.4%	-2.1%	4.3%	.	10.8%
41	CCN(C(=O)CSc1n[nH]c(N)n1)c1cccc2ccccc12	17.9%	-1.6%	-17.4%	i	-12.1%	-6.9%	14.8%	.	25.0%
42	CCC(CC)N1CCN(CCc2ccccc2)C(CCO)C1 (stereo unspecified)	22.4%	?	-14.8%	9.8%	8.0%[57.1 µM]	-12.6%	9.7%	-2.5%	8.3%
43	Cc1nc2c(-c3ccc(F)cc3)c(C)nn2c(N2CCOCC2)c1C	73.5%[activator]	17.2%	6.7%	-1.9%	9.2%	3.8%	1.7%	2.7%	-45.3%
44	CC(=O)Nc1ccc(C(=O)OCC(=O)c2ccc(F)cc2)cc1	27.3%	-24.0%	-7.3%	-8.6%	-13.1%	2.1%	-4.4%	9.0%	-4.1%
45	O=C(CSc1ccccc1)Nc1nccs1	24.6%	7.0%	-7.0%	-3.3%	5.1%	-7.8%	8.5%	11.4%	0.8%
46	CCOc1ccc(NS(=O)(=O)c2ccc(C(=O)NCc3ccccn3)cc2)cc1	41.9%[activator]	9.1%	3.4%	0.3%	1.3%	-4.2%	11.9%	-5.3%	-15.3%

The list is partial. The share of hits here may be higher or lower than overall.
